Compound activity deposited in PubChem BioAssay by several laboratories.
CYP2C9 activ: CYP2C9 (human) activation; P11712; recombinant CYP2C9, luciferin-H conversion, luminescence; hits give high values; factor 1 = untreated enzyme, 0 = blocked; activation factor at 5 µM; 96,000 compounds, 1.4% hits;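 active = activation factor of 2 or more for CYP2C9 at a 5 µM dose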;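 note: 0 = sulfaphenazole-blocked wells and 1 = vehicle-only wells; values of inactives mirror those of a sister screen read the other way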
PostGolgi yeast: growth inhibition of a yeast mutant, post-Golgi transport screen; inhibition, % at 10 µM; 98,000 compounds, 0.9% hits; post-Golgi transport phenotypic cell assay;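 note: yeast cells grown in 1536-well plates; yeast grown about 18 h at 30C before absorbance read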
PostGolgi ctrl: inhibits growth of the yeast control strain. efflux-deficient yeast background strain, growth absorbance A615, 16 h. inhibition, % at 10 µM. 98,000 compounds, 5% hits. AID 738
PTPN22 act: LYP (human) phosphatase activation; recombinant LYP, DiFMUP fluorescence; 0 = plate median, 100 = signal doubled; activation, % at 2 µM; 96,000 compounds, 0.11% hits; AID 697;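 active = activation at 2 µM above a set limit, the mean plus 5 SD, cut at about 37% in these data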
Target sequence (Q9Y2R2 whole entry, looked up): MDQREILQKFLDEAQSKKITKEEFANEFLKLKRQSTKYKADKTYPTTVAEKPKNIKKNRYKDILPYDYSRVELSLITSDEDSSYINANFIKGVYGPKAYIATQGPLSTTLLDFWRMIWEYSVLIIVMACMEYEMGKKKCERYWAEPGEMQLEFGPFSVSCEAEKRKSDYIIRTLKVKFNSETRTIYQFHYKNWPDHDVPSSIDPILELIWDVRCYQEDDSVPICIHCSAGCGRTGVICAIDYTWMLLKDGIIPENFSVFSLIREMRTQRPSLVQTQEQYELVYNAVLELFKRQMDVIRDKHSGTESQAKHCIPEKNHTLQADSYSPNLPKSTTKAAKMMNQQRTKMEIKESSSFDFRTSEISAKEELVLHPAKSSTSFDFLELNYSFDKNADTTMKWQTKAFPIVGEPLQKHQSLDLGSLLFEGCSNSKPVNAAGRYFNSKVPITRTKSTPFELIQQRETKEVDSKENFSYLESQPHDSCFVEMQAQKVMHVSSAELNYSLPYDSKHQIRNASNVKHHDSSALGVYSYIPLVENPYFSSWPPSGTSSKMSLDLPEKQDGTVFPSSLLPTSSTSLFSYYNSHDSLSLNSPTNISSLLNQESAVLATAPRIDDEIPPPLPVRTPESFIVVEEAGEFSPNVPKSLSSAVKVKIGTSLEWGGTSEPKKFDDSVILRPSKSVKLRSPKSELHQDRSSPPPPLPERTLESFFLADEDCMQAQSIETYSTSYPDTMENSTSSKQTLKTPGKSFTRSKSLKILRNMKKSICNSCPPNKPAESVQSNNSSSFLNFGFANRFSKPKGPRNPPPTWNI
hDAT+cocaine: changed human dopamine transporter uptake under cocaine IC80 | B-score at 10 µM | 110,000 compounds, 1.3% hits | LLC-PK1 hDAT cells, [14C]-dopamine uptake with cocaine IC80; actives deviate in either direction | Q01959;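 active = Z score or B-score, a plate-position-corrected score, falls beyond the plate's 99.7% confidence bounds, in either direction; inactive = both scores lie inside the 99.7% bounds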;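 note: scored against the spread of the other compound wells on the same plate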
CYP2C9 inhib: blocks human cytochrome P450 2C9 | CYP2C9 Supersomes, luciferin-H conversion, luminescence | inhibition, % at 5 µM | 96,000 compounds, 20% hits;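 active = blocking of liver enzyme CYP2C9 beyond about 50% at 5 µM, limit read from the data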; note: values of inactives mirror those of a sister screen read the other way
PTPN22 inh 2: LYP (human) phosphatase inhibition | 96,000 compounds, 0.21% hits | Q9Y2R2 | recombinant LYP catalytic domain, DiFMUP fluorescence | inhibition, % at 2 µM | AID 640;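 active = inhibition at 2 µM at or above a set limit, the screen mean plus 3 SD, cut at about 24% in these data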;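 note: 0% = DMSO with enzyme and 100% = enzyme fully blocked by orthovanadate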
Ecoli WT expand: E. coli BW25113 growth inhibition, expanded screen; OD600 absorbance; growth inhibition, % at 100 µM; 98,000 compounds, 0.15% hits;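 active = growth inhibition above about 50% at one test dose, limit read from the data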;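 note: growth measured after 20 h incubation at 37 °C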
PTK2B oligo ant: blocks oligomerization of human Pyk2 in cells. Q14289. Q293 cells, Pyk2 FERM NanoBiT luminescence; hits give low values. z-score (the deposit names both 25 µM and 10 µM). 99,000 compounds, 0.83% hits;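 active = Z-score of -3 or lower, scaled per plate to the spread of control and sample wells; inactive = z-score above -3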;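 note: negative z-score means lost luminescence so less FERM oligomerization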
* = called active by the depositor; nt = no result given. Cut-off read from the data, not from the text of the source, unless noted: active = inhibition above about 30%; inactive = the rest.

Under each structure – hDAT+cocaine	Ecoli WT expand	PostGolgi yeast	PTK2B oligo ant	CYP2C9 inhib	PostGolgi ctrl	CYP2C9 activ	PTPN22 inh 2	PTPN22 act
1. c1coc(CNc2nc3sc4c(c3c3ncnn23)CCCC4)c1
    0.34	-11	-4	1.9	3	16	1	nt	nt
2. CN(C)c1ccc(C(=O)OCC(=O)NC2CCCCC2)cc1
    -1.3	2	-1	-0.02	13	-9	0.9	-6	10
3. COc1ccccc1/C=C/C(=O)c1c2c(c(C)[nH]c1=O)CCCC2
    1.4	-2	2	-1.9	-128	7	2.3*	4	-2
4. CCN1/C(=C/C(=O)c2ccco2)Sc2ccccc21
    1.8	8	18	0.57	-67	-2	1.7	2	-3
5. CCN(C(=O)CCS(=O)(=O)c1ccc(Br)cc1)c1ccc2c(c1)OCO2
    -0.0037	-5	4	-0.73	6	14	0.9	nt	nt
6. CCOCCCNC(=O)c1ccc2c(c1)OCO2
    -0.45	3	6	0.23	-12	-4	1.1	13	-14
7. Cn1c(Cn2nnc3ccccc32)nnc1SCC(=O)c1ccccc1F
    -0.37	-2	12	1.6	29	7	0.7	-10	6
8. COCCn1c(-c2ccc(OC)cc2)cnc1SCC(=O)Nc1cccc2ccccc12
    0.34	-8	7	-0.97	72*	28	0.3	7	-9
9. COc1ccc2sc(C)nc2c1NC(C)=O
    0.29	-2	-3	-1.4	84*	-2	0.2	0	-3
10. O=C(NCc1ccco1)c1ccccc1NS(=O)(=O)c1ccc(Cl)s1
    -0.9	6	-6	-0.97	97*	16	0	-4	6
11. CC(C)(C)C(=O)Nc1ccccc1C(=O)N1CCCC1
    0.11	nt	nt	0.35	nt	nt	nt	12	-16
12. N#CCCn1nc(-c2ccccc2)cc1-n1c(C(F)(F)F)nc2ccccc21
    0.15	-12	-3	-0.7	96*	16	0	7	-10
13. CC(C)(C)C(=O)CSc1nc2ncc(Br)cc2[nH]1
    -0.23	-8	-3	1.3	46	6	0.5	-5	6
14. CC(C)C(c1nnnn1Cc1ccccc1)N1CCN(Cc2ccco2)CC1 (centres undefined)
    -0.02	9	14	0.52	20	6	0.8	-13	10
15. CCCc1nnc(NC(=O)CCC(=O)N2CCCCC2CC)s1 (centres undefined)
    -0.32	-1	0	0.23	-10	1	1.1	-14	10
16. CCC(C)(NC(=O)CNC(C)=O)C(=O)NC1CCCCC1 (centres undefined)
    0.29	-4	-7	-1.1	-18	-7	1.2	-2	2
17. O=C1c2ccccc2C(=O)N1CCc1csc(-c2cccc(F)c2)n1
    0.24	-20	-5	-1.3	52*	42*	0.5	-10	7
18. COc1ccc(C(=O)N2CCN(C3CCN(Cc4ccccc4)CC3)CC2)cc1OC
    nt	-3	-6	-0.45	3	20	1	7	-5
19. CCOC(=O)c1ccc(NC(=O)c2ccc(C)c(S(=O)(=O)N3CCOCC3)c2)cc1
    0.28	-5	0	-3	-15	4	1.1	4	-4
20. O=C(CN1CCOCCOCCOCCOCC1)Nc1ccccc1
    -0.9	nt	nt	0.79	nt	nt	nt	-5	5
21. COc1cccc(C2C3=C(CC(C)(C)CC3=O)OC(N)=C2[N+](=O)[O-])c1 (centres undefined)
    0.28	1	-8	0.35	15	12	0.9	0	3
22. O=C(c1ccco1)N1CCN(c2ncnc3c2[nH]c2ccccc23)CC1
    nt	1	43*	nt	40	3	0.6	-4	1
23. COc1cc(C)c(Br)cc1S(=O)(=O)NCc1ccccc1
    -0.064	0	6	2.4	-38	3	1.4	-9	11
24. COc1ccc(C(C[N+](=O)[O-])c2c(-c3ccccc3)cc3ccccn23)cc1 (centres undefined)
    nt	-19	-4	-0.43	74*	-3	0.3	-2	1
25. O=C(NCc1ccc2c(c1)OCO2)c1cnc2ccccn2c1=O
    -1.2	2	-2	1.6	-39	19	1.4	nt	nt
26. Brc1cc2[nH]cnc2c2ccccc12
    -1.3	24	1	0.01	-21	15	1.2	5	-6
27. CCOc1cc(C(=O)Nc2ccccc2N2CCN(S(C)(=O)=O)CC2)cc(OCC)c1OCC
    1.2	4	0	0.53	20	16	0.8	-16	12
28. COCCN1Cc2cccc(C(=O)NCc3ccccc3OC)c2C1=O
    0.079	-1	-4	0.63	18	11	0.8	nt	nt
29. COc1ccccc1NC(=O)c1cccs1
    -0.25	6	11	0.09	-67	0	1.7	2	-1
30. CCCCOc1ncnc2c1[nH]c1ccc(F)cc12
    -0.02	0	10	-0.79	29	18	0.7	-8	7
31. O=C(CN1CCN(S(=O)(=O)c2ccc(Br)cc2)CC1)Nc1ccccc1F
    -1.5	-10	-14	0.36	37	54*	0.6	nt	nt
32. O=C(Nc1nc2c(ccc3ccccc32)s1)c1ccco1
    -0.019	-8	0	-3.3*	-60	9	1.6	-3	1
33. CCn1c(SCC(=O)Nc2ccccc2-c2ccccc2)nnc1-c1ccoc1C
    2.1	6	1	-0.98	86*	8	0.1	nt	nt
34. Cn1cnnc1SCC(=O)Nc1ccc2c(c1)CCC2
    0.041	6	5	-0.02	8	-7	0.9	5	-2
35. CCc1nnc(NC(=O)c2cc(-c3ccccc3)nn2-c2ccccc2)s1
    1.3	-7	14	-3	7	8	0.9	-22	17
36. Cc1onc(-c2ccccc2)c1C(=O)Nc1cccnc1
    0.11	-2	4	0.37	50*	7	0.5	3	-5
37. COC(=O)Cn1c(C(F)(F)F)nc2ccccc21
    0.07	nt	nt	0.38	nt	nt	nt	-7	5
38. CCOC(=O)Cc1nnc(Nc2cccc(O)c2)c2ccccc12
    0.53	-1	-3	-0.03	-12	-7	1.1	-2	1
39. CC1CCc2c(sc(NC(=O)c3ccc(Cn4cc(Br)cn4)o3)c2C(N)=O)C1 (centres undefined)
    -1.1	-3	-6	-0.57	82*	11	0.2	1	-1
40. CCOC(=O)N1CCC(NC(=O)c2ccc3c(c2)N(C)CCS3)CC1
    0.22	0	-5	-0.28	nt	13	nt	-5	0
41. NC(=O)c1sc2cc(C(F)(F)F)cnc2c1-c1cccs1
    0.16	-3	3	-0.91	24	10	0.8	3	-2
42. c1cncc(-c2nc(N3CCCCCC3)c3ccccc3n2)c1
    nt	0	-10	-1.6	77*	66*	0.2	-3	2
43. CC(=O)Oc1ccc2nc(-c3cccs3)oc(=O)c2c1
    -0.28	-3	-6	0.47	2	5	1	-11	14
44. CN(CC(=O)O)S(=O)(=O)c1ccc(F)cc1
    0.038	nt	nt	0.63	nt	nt	nt	0	0
45. Cc1ccc2nc(N3C(=O)C(O)=C(C(=O)c4ccco4)C3c3cccs3)sc2c1 (centres undefined)
    1.1	-8	1	0.08	96*	11	0	9	-11
46. O=C(O)C(F)(F)S(=O)(=O)O
    -1.9	5	2	0.27	-8	14	1.1	1	-1
47. CCOC(=O)CSc1nc2cc(C(=O)OC)ccc2c(=O)n1CCN1CCOCC1
    -0.17	1	4	-0.3	12	-9	0.9	-5	8
48. COc1ccc(C(=O)NCC(=O)OCC(=O)c2ccc3c(c2)OCCO3)cc1
    0.13	9	-4	1	0	12	1	-3	3
49. Cn1cccc1Cc1nnc(SCC(=O)Nc2nccs2)n1CCc1ccccc1
    nt	9	-2	nt	30	-1	0.7	nt	nt
50. COc1ccc([N+](=O)[O-])cc1NC(=O)CC(C)c1ccccc1 (centres undefined)
    0.032	1	2	-0.61	-48	8	1.5	4	1
51. CC(C)(C)n1nnnc1C(c1cccc(C#N)c1)N1CCN2CCCC2C1 (centres undefined)
    -0.27	1	0	-0.14	-4	3	1	10	-8
52. Cc1cccc(C)c1NC(=O)CSc1nnc(-c2ccco2)c(-c2ccco2)n1
    0.39	-6	1	-0.16	-17	9	1.2	9	-6
53. C[C@H](NC(=O)OC(C)(C)C)c1nnc(SCC(=O)Nc2ccc(Br)cc2)o1
    1.8	-1	12	1.8	51*	4	0.5	-4	4
54. COc1cccc(Nc2ncccc2C(=O)NCc2ccccc2)c1
    2.9	-20	-1	-0.6	-16	24	1.2	-10	6
55. O=C(Oc1ccccc1OC(=O)N1CCOCC1)N1CCOCC1
    -0.11	-2	8	0.17	-4	1	1	0	0
56. Cc1cccc(NC(=O)CSc2nnc(-c3cc(C)n(-c4ccccc4)c3C)o2)c1C
    nt	-26	-11	0.21	nt	15	nt	nt	nt
57. CCOC(=O)C(NCc1ccccc1OC)(NC(=O)c1ccccc1)C(F)(F)F (centres undefined)
    0.61	0	-3	1.2	63*	9	0.4	-18	20
58. O=C(COc1ccccc1Cl)NC(=S)Nc1cccc(NC(=O)c2ccccc2Cl)c1
    0.41	-10	-1	0.24	67*	1	0.3	7	-2
59. O=C1c2ccccc2C(=O)N1CCCSc1nc2ccccc2o1
    -0.61	-9	-5	1	25	15	0.8	-12	10
60. CC1CN(Cc2nc3c(c(=O)n(C)c(=O)n3C)n2CC(O)CO)CC(C)O1 (centres undefined)
    -1.1	-2	9	0.93	-1	-6	1	6	-8

(continued)
Under each structure – hDAT+cocaine	Ecoli WT expand	PostGolgi yeast	PTK2B oligo ant	CYP2C9 inhib	PostGolgi ctrl	CYP2C9 activ	PTPN22 inh 2	PTPN22 act
61. Cc1ccc(-c2nnc(SCC(=O)CC(=O)Nc3ccccc3)n2-c2ccccc2)cc1
    -0.18	-9	-1	0.67	20	2	0.8	14	-11
62. COc1ccc(N/C(=N\c2nc(C)cc(C)n2)NC(=O)C(C)C)cc1OC
    0.44	-4	10	-0.32	30	27	0.7	10	-12
63. O=C(Cc1ccccc1)NCc1nc2ccccc2[nH]1
    -0.4	nt	nt	0.43	nt	nt	nt	-4	3
64. COc1ccc(Cn2c(=O)[nH]c3cc(C(=O)N4CCN(Cc5ccccc5)CC4)ccc3c2=O)cc1
    0.23	-2	-2	-1.2	75*	-3	0.2	-7	4
65. Cc1csc(-c2cnn(-c3ccccc3)c2NC(=O)c2ccccc2)n1
    0.24	-8	2	-0.62	4	18	1	5	-7
66. C/C(=C\C(=O)Nc1nccs1)c1ccccc1
    -0.85	12	5	-0.24	28	14	0.7	3	-3
67. CC1CN(S(=O)(=O)c2ccc(NC(=O)c3cc(-c4ccccc4O)n[nH]3)cc2)CC(C)O1 (centres undefined)
    0.14	-14	4	-3.1*	47	1	0.5	-4	4
68. CC(C)(C)n1nnnc1CN1CCN(C2CCCC2)CC1
    -0.34	3	-3	0.69	-16	0	1.2	5	-2
69. Cc1ccc2[nH]c3c(c2c1)CN(C(=O)CN1CCN(Cc2ccc4c(c2)OCO4)CC1)CC3
    0.17	9	-5	-0.1	62*	7	0.4	-1	-1
70. Cc1cccc(NC(=O)C2CCN(S(=O)(=O)c3c(C)nn(C)c3C)CC2)n1
    -0.12	-4	-8	nt	-21	7	1.2	nt	nt
71. O=c1[nH]c2cc3c(cc2cc1CN(CCCO)Cc1nnnn1Cc1ccc(F)cc1)OCO3
    0.65	-1	13	0.06	13	9	0.9	1	-2
72. O=C(c1cn(-c2ccccc2)nc1-c1ccccc1)N1CCOCC1
    0.39	nt	nt	-0.2	17	nt	0.8	nt	nt
73. CS(=O)(=O)N(CC(=O)N1CCN(Cc2ccccc2)CC1)C1CCCCC1
    0.37	1	-3	0.12	-19	-3	1.2	1	-2
74. CCn1c(SCC(=O)Nc2nonc2C)nnc1-c1ccoc1C
    -0.4	4	-2	1	9	13	0.9	0	0
75. O=C(OCC(=O)N1CCOCC1)c1ccccc1SCC(=O)N1CCCC1
    1.6	1	-10	-0.1	-7	16	1.1	-4	3
76. O=C(CCSc1nccn1Cc1ccccc1)N1CCOCC1
    0.1	-8	1	0.03	-20	4	1.2	6	-4
77. COc1ccc(NC(=O)CSc2nc3ncccc3[nH]2)cc1OC
    0.52	8	2	0.98	41	0	0.6	-6	9
78. O=C(CSc1c2c(nc3cc(Cl)ccc13)CCCC2)NCc1ccco1
    0.077	8	7	0.04	88*	16	0.1	16	-14
79. O=C1C2Sc3[nH]c(=O)sc3C(c3ccccc3)C2C(=O)N1c1ccccc1 (centres undefined)
    1.7	-3	10	-0.73	18	2	0.8	-1	3
80. O=C(O)COc1ccccc1Cc1ccccc1
    -0.1	-12	4	0.03	1	4	1	-10	8
